RGS4 inhibitor = inhibitors of human regulator of G protein signaling 4; P49798; AID 504845; Transcreener GDP fluorescence polarization, RGS4-accelerated GTP hydrolysis; Potency, µM (doses to about 114 µM), for the others: at the top dose activity change, negative = inhibition, actives largely listed as inhibitors; 390,000 tested, 0.039% active; further: potency means the concentration at half of the fitted maximal effect; on the % scale 0 is the no-effect control and ±100 the full control effect; nearly all actives have a fitted effect of over 75% in size; some results filed as inactive show a strong effect at the top dose
Target sequence (P49798 whole entry, looked up): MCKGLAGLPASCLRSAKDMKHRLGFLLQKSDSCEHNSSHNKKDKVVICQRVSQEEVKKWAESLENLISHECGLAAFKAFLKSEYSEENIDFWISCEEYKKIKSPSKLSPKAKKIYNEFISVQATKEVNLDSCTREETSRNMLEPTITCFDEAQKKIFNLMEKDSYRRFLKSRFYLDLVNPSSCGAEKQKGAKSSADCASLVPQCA
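MLSMR compounds (23 nl, pin-transferred) preincubated 10 min at room temperature with a 500nM (2x) first reagent, then RGS4 at 900nM (2x) plus Transcreener GDP mix added; fluorescence polarization (620/688 nm) read before and after 90 min at 30 °C.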
Vif-A3F inh = blocks the Vif interaction with APOBEC3F | HeLa A3F-eYFP + Vif (tagged APOBEC3F with the HIV-1 protein that degrades it), YFP fluorescence increase | 390,000 tested, 0.2% active | Potency, µM (titrated, usually from 46.1 µM), for the others: at the top dose activity, negative = active; further: potency means the concentration at half of the fitted maximal effect; % of control where 0% means no effect; nearly all actives have a fitted effect of over 65% in size
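Fluorescence increase (Ex 488/Em 500-530) after overnight compound treatment at 37 deg C flags inhibition of Vif-driven A3F-eYFP loss in stable HeLa A3F-eYFP/Vif cells seeded overnight beforehand.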
D2 antag = D2 dopamine receptor (human) antagonism. P14416. HEK293 TREx D2 cells, calcium flux, dopamine EC80. inhibition, % at 10 µM. 340,000 tested, 2% active; in the data active means inhibition above about 30%; further: 0% is about no effect
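Overnight-induced (tetracycline, 30 C) HEK293 T-REx cells carrying force-coupled D2 receive a no-wash calcium dye, then compound, then EC80 dopamine at 180 s; signals are read kinetically throughout.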
Glioma ERSR ind = ER stress response induction in glioma; Potency, µM, inactives show top-dose activation, hits mostly activators; AID 602332; U87-MG GRP78 promoter luciferase reporter, 16 h; 420,000 tested, 0.02% active; further: potency means the concentration at half of the fitted maximal effect; series mostly up to about 76 µM; % of control where 0% means no effect; nearly all actives have a fitted effect of over 35% in size
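Stably transfected U87-MG human glioma cells carrying a GRP78-based luminescent sensor were seeded at 1000 cells/well, pin-dosed with compounds and incubated 16 h. Luciferase reagent was then added, and end-point luminescence was read after 10 min at room temperature.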
ERG Ets-DNA blk = blocks human ERG Ets domain binding to DNA | P11308 | fluorescence polarization, His-ERG Ets domain / labelled DNA | Potency, µM (titrated, usually from 76.9 µM), for inactives: top-dose FP activity, negative = inhibition, usual class: inhibitors | 370,000 tested, 0.028% active; active means well fitted inhibition curve with a large enough effect in the polarisation, with a control signal flat; inconclusive means small, poorly fitted or top-dose-only effect, or effect the other way, or a change in a side signal; inactive means no such curve, though single readings can be large or run the other way; the % refers to the polarisation;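 further: polarization taken with two DNA probes labelled with fluorescein and Texas red; potency means the concentration at half of the fitted maximal effect; % of control where 0% means no effect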
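His-tagged ERG Ets domain (1 uM in the protein solution; 300mM KCl, 50mM Tris-HCl, 1mM EDTA, 1mM DTT, pH 7.5) received compound, then a probe mix of 5 nM fluorescein-DNA and 100nM Texas-615-DNA. Fluorescence polarization was read for both dyes.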
D2 agonist = D2 dopamine receptor (human) agonism. HEK293 T-REx D2 cells, calcium flux agonist mode. activation, % at 2 µM. 340,000 tested, 0.53% active. AID 485358;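 active means activation over 3 SD above normal in the single-dose calcium agonist read, cut at about 30% in these data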; further: 0% is about no effect
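Calcium-flux readout, 1 cycle/sec over 180 s following compound pin transfer, in inducible HEK293 Trex D2 cells (force-coupled); dopamine controls included. Positive calcium responses during this window marked compounds as potential agonists.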
Vif-A3G inh = Vif-A3G binding inhibition | HeLa A3G-eYFP + Vif (tagged APOBEC3G with the HIV-1 protein that degrades it), YFP fluorescence, overnight | Potency, µM (titrated, usually from 46.1 µM), without a hit: at the highest dose activity, negative = active, hits mostly inhibitors | Q9HC16 | 410,000 tested, 0.076% active | AID 602310;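 further: potency means the concentration at half of the fitted maximal effect; on the % scale 0 is the no-effect control and ±100 the full control effect; nearly all actives have a fitted effect of over 60% in size; hits raise eYFP signal because A3G escapes Vif-driven loss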
Target sequence (Q9HC16 whole entry, looked up): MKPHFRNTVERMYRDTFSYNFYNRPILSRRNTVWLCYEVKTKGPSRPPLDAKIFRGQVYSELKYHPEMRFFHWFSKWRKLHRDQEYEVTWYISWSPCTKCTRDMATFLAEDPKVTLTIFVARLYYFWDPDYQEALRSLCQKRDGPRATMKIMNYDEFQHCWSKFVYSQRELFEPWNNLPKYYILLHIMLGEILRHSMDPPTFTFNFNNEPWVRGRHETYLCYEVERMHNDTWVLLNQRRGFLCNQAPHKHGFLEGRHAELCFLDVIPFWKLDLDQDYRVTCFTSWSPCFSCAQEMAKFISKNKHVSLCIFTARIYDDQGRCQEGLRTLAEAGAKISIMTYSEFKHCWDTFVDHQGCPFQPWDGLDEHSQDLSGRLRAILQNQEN
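Read-out is eYFP fluorescence (Ex 488/Em 500-530) from Vif-expressing HeLa A3G-eYFP cells; more signal means A3G escaped Vif-mediated degradation. Cells plated overnight, compound pinned in, incubated overnight at 37 deg C.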
LDHA inh = blocks human lactate dehydrogenase A. activity change, % (values are at about 110 or 230 µM). purified LDHA, NADH/diaphorase-resazurin fluorescence; active compounds read low. P00338. 480,000 tested, 0.15% active; in the data active means activity change below about -30%; inconclusive means mostly about -25% to -30%;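 further: plate controls were DMSO wells for no effect and wells without enzyme for full effect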
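Human LDH5 (2 nM) was incubated with 0.06 mM NADH and 0.2 mM pyruvate for 5 min at room temperature in Tris pH 7.4. Remaining NADH was coupled through diaphorase/resazurin, and resorufin fluorescence was read at 0 and 20 min.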
ALOX12 inh = blocks human arachidonate 12S-lipoxygenase | P18054 | purified 12hLO, xylenol orange hydroperoxide absorbance | Potency, µM (series often up to 108 µM), without a hit: top-dose activity change, negative = inhibition, actives largely listed as inhibitors | 580,000 tested, 1.1% active; further: potency means the concentration at half of the fitted maximal effect; on the % scale 0 is the no-effect control and ±100 the full control effect
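Hydroperoxide product was detected by ferrous iron/xylenol orange as the 573 to 405 nm absorbance ratio. Arachidonic acid at 40 uM (final) was turned over for 30 min at room temperature by 150 nM human 12hLO, pH 7.0 Hepes buffer, after 15 min compound preincubation.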
* hit, by the source's call; ? = inconclusive; . = not tested or not shown; & = joins results of further samples; [ ] = remark or other dose. Unless noted, the call rests on the fitted dose curve; in most records, active means well fitted curve in the direction sought with a large enough effect; inconclusive means small, poorly fitted or top-dose-only effect, or another doubt; inactive means no such curve, though single readings can be large; an effect the other way counts as inactive or inconclusive. A portion of the library, so the mix of outcomes need not match the whole.

1. CC(=O)CCCCn1c(=O)c2c(ncn2C)n(C)c1=O
2. N#Cc1ccc(C(c2ccc(C#N)cc2)n2cncn2)cc1
3. CCCCn1cnc2cc(NCc3ccccc3Cl)ccc21
4. CC1(C)O[C@H]2CC(=O)OC[C@@]23C1CC(=O)[C@]1(C)C3CC[C@@]2(C)[C@H](c3ccoc3)OC(=O)[C@H]3O[C@]321 (some centres undefined)
5. O=C(Cn1c(=O)n(Cc2ccco2)c(=O)c2oc3ccccc3c21)Nc1ccccc1
6. O=C(CSc1nc2ccccc2n1Cc1cccc(Cl)c1)N1CCN(c2ccc(F)cc2)CC1
7. CCOC(=O)[C@H](CCc1ccccc1)N[C@@H](C)C(=O)N1Cc2ccccc2C[C@H]1C(=O)O
8. Oc1cc2c(cc1O)[C@H]1c3ccc(O)c(O)c3OC[C@@]1(O)C2
screen / no.	1	2	3	4	5	6	7	8
RGS4 inhibitor	16%[56.9 µM]	.	28%	-12%	-20%	-4%	-1%	?
Vif-A3F inh	1%	.	-1%	-7%	0%	1%	-1%	-21%
D2 antag	-42&1	49*	.	9	.	.	.	-13
Glioma ERSR ind	-4%&-2%&-5%&-3%	-3%	5%	-2%	-4%	-4%	-3%	0%&0%
ERG Ets-DNA blk	-9%	.	2%	0%	8%	12%	-15%	-15%
D2 agonist	-0.8&19	1.1	-0.5	-1.6	0.6	-0.5	.	0.2
Vif-A3G inh	-1%	.	6%	1%	5%	4%	-2%	7%
LDHA inh	-2	.	13	-1	-3	1	-3	6
ALOX12 inh	-4%	?	-30%	4%	-5%	-10%	?	?

Screen by screen, from the results shown.
Vif-A3G inh, compounds 1 to 8: -1%, ., 6%, 1%, 5%, 4%, -2%, 7%

Whole records as entered above.
Entry for CC1(C)O[C@H]2CC(=O)OC[C@@]23C1CC(=O)[C@]1(C)C3CC[C@@]2(C)[C@H](c3ccoc3)OC(=O)[C@H]3O[C@]321 (some centres undefined) : RGS4 inhibitor = -12%; Vif-A3F inh = -7%; D2 antag = 9; Glioma ERSR ind = -2%; ERG Ets-DNA blk = 0%; D2 agonist = -1.6; Vif-A3G inh = 1%; LDHA inh = -1; ALOX12 inh = 4%
Entry for Oc1cc2c(cc1O)[C@H]1c3ccc(O)c(O)c3OC[C@@]1(O)C2 : RGS4 inhibitor = ?; Vif-A3F inh = -21%; D2 antag = -13; Glioma ERSR ind = 0%&0%; ERG Ets-DNA blk = -15%; D2 agonist = 0.2; Vif-A3G inh = 7%; LDHA inh = 6; ALOX12 inh = ?

Following part.
9. C1COC(NC(C2CC2)C2CC2)=N1
10. CCCCCC(=O)O[C@]1(C(C)=O)CC[C@H]2[C@@H]3CCC4=CC(=O)CC[C@]4(C)[C@H]3CC[C@@]21C
11. CN1CCCN=C1COC(=O)C(O)(c1ccccc1)C1CCCCC1 (centres undefined)
12. O=C(O)c1cccnc1Nc1cccc(C(F)(F)F)c1
screen / no.	9	10	11	12
RGS4 inhibitor	-2%	1%	-6%	10%[56.9 µM]
Vif-A3F inh	?	-7%	9%	3%
D2 antag	36*	6	-51	56*
Glioma ERSR ind	-3%&-3%&-3%&-5%&0%	0%&2%	-2%&-3%	?
ERG Ets-DNA blk	-11%	2%	9%	2%
D2 agonist	1.7	1.2	2.0	-1.4
Vif-A3G inh	-14%	-12%	2%	2%
LDHA inh	-9	-3	-3	-2
ALOX12 inh	?	-12%	-21%	?

Sorted by SMILES length (falling): some entries from above
10. CCCCCC(=O)O[C@]1(C(C)=O)CC[C@H]2[C@@H]3CCC4=CC(=O)CC[C@]4(C)[C@H]3CC[C@@]21C
8. Oc1cc2c(cc1O)[C@H]1c3ccc(O)c(O)c3OC[C@@]1(O)C2
9. C1COC(NC(C2CC2)C2CC2)=N1
screen / no.	10	8	9
RGS4 inhibitor	1%	?	-2%
Vif-A3F inh	-7%	-21%	?
D2 antag	6	-13	36*
Glioma ERSR ind	0%&2%	0%&0%	-3%&-3%&-3%&-5%&0%
ERG Ets-DNA blk	2%	-15%	-11%
D2 agonist	1.2	0.2	1.7
Vif-A3G inh	-12%	7%	-14%
LDHA inh	-3	6	-9
ALOX12 inh	-12%	?	?
